TrxR1 substrate – is turned over as a substrate by rat TrxR1; purified TrxR1 substrate turnover, NADPH consumption readout; Potency, µM (series often up to 114 µM), without a hit: at the top dose activity change, negative = substrate turnover; 0.01% of 390,000 active; AID 588456; also: potency is read from the fitted curve at half-maximal effect; % is scaled to controls: 0 for no effect and ±100 for the full control effect; nearly all actives have a fitted effect of over 50% in size
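Rat TrxR1, dispensed at 90 nM, was prereduced with 400 uM NADPH (final) for 5 min at ~22 deg C, then incubated with compound 15 min before 400 uM selenite. A first-read NADPH fluorescence drop versus no-compound background flagged substrates.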
TRHR enhancer – TRH receptor (human) allosteric enhancement; P34981; TRHR cells, fluo-8 calcium fluorescence, EC20 TRH enhancement; enhancement, % at 2 µM; 0.66% of 360,000 active; in the data active = enhancement above about 30%; also: 0% is about no effect
Target sequence (P34981 whole entry, looked up): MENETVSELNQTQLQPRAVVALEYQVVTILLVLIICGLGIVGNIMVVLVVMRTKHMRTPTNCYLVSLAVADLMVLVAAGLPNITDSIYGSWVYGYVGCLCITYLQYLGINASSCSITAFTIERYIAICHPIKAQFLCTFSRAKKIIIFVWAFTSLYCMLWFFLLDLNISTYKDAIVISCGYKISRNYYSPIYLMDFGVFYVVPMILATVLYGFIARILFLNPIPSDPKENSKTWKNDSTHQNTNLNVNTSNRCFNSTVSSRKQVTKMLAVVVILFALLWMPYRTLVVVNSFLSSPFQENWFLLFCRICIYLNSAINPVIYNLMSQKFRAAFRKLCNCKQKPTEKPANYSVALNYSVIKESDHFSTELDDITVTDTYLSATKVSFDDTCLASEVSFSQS
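TRHR-expressing cells loaded with fluo-8 calcium dye were read kinetically (ex 480/em 530) during compound addition, then stimulated with an EC20 of TRH (10 nM final). Enhancement of the Gq-mediated intracellular calcium response was scored.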
D2 ag – activates the human D2 dopamine receptor; P14416; 0.53% of 340,000 active; activation, % at 2 µM; AID 485358; HEK293 T-REx D2 cells, calcium flux agonist mode;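 active = activation over 3 SD above normal in the single-dose calcium agonist read, cut at about 30% in these data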; also: 0% is about no effect
Target sequence (P14416 whole entry, looked up): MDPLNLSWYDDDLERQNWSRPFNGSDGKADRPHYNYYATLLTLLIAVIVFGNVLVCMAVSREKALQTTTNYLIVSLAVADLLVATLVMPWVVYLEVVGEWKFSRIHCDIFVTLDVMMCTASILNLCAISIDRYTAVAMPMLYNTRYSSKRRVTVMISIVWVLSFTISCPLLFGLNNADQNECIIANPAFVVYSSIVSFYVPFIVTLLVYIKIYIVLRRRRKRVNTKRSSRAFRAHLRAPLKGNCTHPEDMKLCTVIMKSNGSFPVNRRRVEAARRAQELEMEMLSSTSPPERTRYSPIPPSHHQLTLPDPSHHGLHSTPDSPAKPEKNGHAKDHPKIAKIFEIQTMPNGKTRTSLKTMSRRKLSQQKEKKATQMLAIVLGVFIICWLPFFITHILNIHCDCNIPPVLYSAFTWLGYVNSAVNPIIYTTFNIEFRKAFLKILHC
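HEK293 Trex D2 cells, tetracycline-induced, o/n 30 C 5% CO2; no-wash Ca dye, RT 30–90 min; 10-cycle baseline, 23 nl cpd added, kinetic Ca read 180 s; agonist hits = positive Ca response.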
TrxR1 inh – blocks rat thioredoxin reductase 1; O89049; recombinant rTrxR1, NADPH fluorescence consumption, selenite substrate; Potency, µM (doses to about 114 µM), without a hit: at the highest dose activity change, negative = inhibition, most hits filed as inhibitors; 1% of 390,000 active; also: potency is read from the fitted curve at half-maximal effect; % is scaled to controls: 0 for no effect and ±100 for the full control effect; nearly all actives have a fitted effect of over 65% in size
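Rat TrxR1 (90 nM in the dispensed reagent) was pre-reduced with 400 uM NADPH for 5 min at room temperature, then incubated with compound for 15 min. After 400 uM selenite was added, NADPH fluorescence (Ex 340/Em 450 nm) was followed for 8 min.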
PI4K2A inh – PI4K2A (human) kinase inhibition. purified PI4K2A, ADP-Glo luminescence, 1 h; hits give low values. 0.13% of 420,000 active. Q9BTU6. AID 1346378. activity change, negative = inhibition, % at 76.9 µM; in the data active = activity change below about -50%; inconclusive = mostly about -30% to -49%;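 also: -100% = wells without enzyme as full effect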
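ADP-Glo luminescence measured ADP generated by PI4K2A enzyme (4 ug/mL before mixing) with 1.2 mM PI substrate (pre-mix) and 300 microM ATP (pre-mix). Tris pH7.5 buffer with MgCl2, Triton X-100; 1 h reaction at ambient temperature.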
D2 antagonist – antagonists of human D2 dopamine receptor. P14416. inhibition, % at 10 µM. HEK293 TREx D2 cells, calcium flux, dopamine EC80. AID 485344. 2% of 340,000 active; in the data active = inhibition above about 30%; also: 0% is about no effect
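Calcium mobilization kinetics were recorded at 1 s intervals in tetracycline-induced HEK293 T-REx D2 cells, first for 180 s after compound addition and then 180 s after EC80 dopamine.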
USP1-UAF1 inh – blocks the human USP1/UAF1 deubiquitinase complex. O94782. recombinant USP1/UAF1, Ub-Rhodamine cleavage fluorescence. Potency, µM (series often up to 57.1 µM), for the others: at the top dose activity change, negative = inhibition, usual class: inhibitors. 0.23% of 390,000 active; also: potency is read from the fitted curve at half-maximal effect; % is scaled to controls: 0 for no effect and ±100 for the full control effect; nearly all actives have a fitted effect of over 60% in size; inactives centre near -12
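Step one: compound is pinned into 1nM USP1/UAF1 in HEPES pH 7.8 buffer with TCEP. Step two: 15 min room-temperature incubation. Step three: Ub-Rho (150nM final) starts cleavage, tracked by fluorescence over six one-minute reads.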
mIDH1 inhibitor – inhibitors of human mutant IDH1 R132H | AID 602179 | IDH1-R132H enzyme, NADPH consumption, diaphorase/resazurin fluorescence | Potency, µM (doses to about 76.6 µM), for inactives: at the highest dose activity change, negative = inhibition, actives largely listed as inhibitors | 0.093% of 390,000 active; also: potency is read from the fitted curve at half-maximal effect; % is scaled to controls: 0 for no effect and ±100 for the full control effect; nearly all actives have a fitted effect of over 65% in size
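IDH1-R132H (0.5 ug/mL dispensed) in pH 7.5 Tris buffer was preincubated 30 min with compound, then given a substrate mix of 0.016 mM NADPH and 2 mM alpha-KG for 80 min at room temperature; remaining NADPH was read by diaphorase/resazurin fluorescence.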
TRHR ag – agonists of human TRH receptor; TRHR cells, calcium flux fluo-8, FDSS agonist mode; activation, % at 2 µM; 0.18% of 360,000 active; AID 493084; in the data active = activation above about 30%; also: 0% is about no effect
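Read-out: compound-evoked intracellular calcium rise in TRHR cells, fluo-8 dye, kinetic FDSS fluorescence at 1 s/cycle following a 10-cycle baseline. Cells cultured overnight before dye loading (30 min–1.5 h, RT).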
Active calls of the source: *; ? = inconclusive; / = no result given; & = joins results of further samples; [ ] = dose if it differs, or a comment. Unless noted, calls follow the shape of the dose curve; as a rule, active = well fitted inhibition curve with a large enough effect; inconclusive = small, poorly fitted or top-dose-only effect; inactive = no such curve, though single readings can be large or run the other way.

Each structure is followed by: TrxR1 substrate | TRHR enhancer | D2 ag | TrxR1 inh | PI4K2A inh | D2 antagonist | USP1-UAF1 inh | mIDH1 inhibitor | TRHR ag
> Cc1ccn(CC(=O)N2CCCC(C(=O)c3cccc4ccccc34)C2)n1 (stereo unspecified)
  -3% | -6 | -0.5 | 9% | -2 | 10 | -7% | 0% | 1.3
> COc1cccc(/C=N/NC(=O)C(=O)N2CCCCCC2)c1OC
  -3% | -4 | -0.2 | 6% | 3 | 2 | -21% | 3% | -0.9
> Cc1cccc(OCCn2cnc(Cl)c2Cl)c1
  1% | -2 | -3.4 | 9% | -7 | 7 | -3% | 3% | -1.2
> CC1=Nc2cc(C(=O)NCc3ccccc3Cl)ccc2Sc2c(C)ccc(C)c21
  -7% | -2 | 2.0 | 2% | -7 | / | -30% | -4% | 0.5
> Cc1cc(C)c2nc(N3CCC(C(=O)NCc4cccnc4)CC3)sc2c1
  1% | 2 | 0.0 | 16% | 1 | 16 | -18% | -11% | -2.5
> O=C(N/N=C/C(Cl)=C\c1ccccc1)c1cnccn1
  -12% | 4 | 1.5 | -19% | 16 | -6 | -7% | 2% | 0.3
> CC(C)C(=O)NC(c1ccc(Cl)cc1Cl)c1ccc2cccnc2c1O (stereo unspecified)
  4% | -11 | 0.2 | 15% | 0 | 0 | -13% | -14% | -0.2
> Nc1nnc(Cc2ccccc2F)s1
  6%[57.1 µM] | 6 | -0.7 | 5%[57.1 µM] | 7 | -7 | -23% | 10% | 0.4
> COc1cccc(SCC2(O)CCN(C(=O)c3ccc(Cl)cc3)CC2)c1
  7%[57.1 µM] | 59* | 1.8 | 2% | 2 | 1 | -16% | 6% | 0.4
> O=C(CCC1CCCN(C(=O)c2cccc(F)c2)C1)N1CCN(c2ccccn2)CC1 (stereo unspecified)
  8% | 2 | 0.4 | 2% | 3 | 8 | -2% | 9% | -0.5
> O=C(O)CCN(CCC(=O)O)c1nnc(SCc2ccccc2)s1
  -1% | 10 | -1.2 | 3% | 2 | 13 | -9% | 15% | -0.1
> CCN(C(=O)CSc1nnc(-c2ccc(Cl)cc2)n1C)C1CCS(=O)(=O)C1 (stereo unspecified)
  6%[57.1 µM] | 8 | 1.6 | 22%[57.1 µM] | -1 | -26 | -6% | 8% | -0.3
> CCOc1ccc(C(C)=O)cc1CSc1nc2nc(C)cc(C)n2n1
  5%[57.1 µM] | 4 | 0.0 | 25%[57.1 µM] | 0 | 10 | -17% | 2% | -0.2
> Cc1cc(C)nc(NC(=O)COc2cc(Cl)cc(Cl)c2)n1
  -6% | -15 | -1.1 | 3% | -5 | -10 | -8% | 0% | -0.4
> Cc1cccc(OCC(=O)Nc2nnc(S(=O)(=O)N3CCCCCC3)s2)c1
  5%&0% | -6&16 | -1.3&-0.6 | 7%&17% | -1&1 | -2 | -29%&-17% | 0%&-4% | -0.8&0.5
> COc1ccc(-c2c(NC(=O)c3ccco3)oc3ccccc3c2=O)cc1OC
  4% | 17 | -0.5 | -2% | -5 | -4 | -13% | 9% | -0.1
> Cc1ccccc1C(=O)NNC(=O)C(=O)Nc1cccc(Cl)c1C
  -2%[57.1 µM] | 3 | 1.0 | 19% | 1 | -10 | -4% | 4% | -0.6
> Cc1cc(C)n(CC(=O)N2c3ccccc3Sc3ccc(C(F)(F)F)cc32)n1
  1% | 26 | 0.9 | 2% | -5 | 1 | -13% | 2% | 0.0
> Cc1ccc(NC(=O)C2CCN(S(=O)(=O)c3cccc4nsnc34)CC2)cc1F
  2% | -3 | -0.2 | 15% | 5 | / | -23% | 12% | 1.4
> COc1cc(C2CC(=O)Oc3c2c(=O)[nH]c2ccccc32)cc(OC)c1OC (stereo unspecified)
  2% | 31* | -0.1 | -2% | -3 | / | -26% | -1% | -0.3

Some of the entries so far, as labelled records.
Cc1ccn(CC(=O)N2CCCC(C(=O)c3cccc4ccccc34)C2)n1 (stereo unspecified)
  TrxR1 substrate = -3% | TRHR enhancer = -6 | D2 ag = -0.5 | TrxR1 inh = 9% | PI4K2A inh = -2 | D2 antagonist = 10 | USP1-UAF1 inh = -7% | mIDH1 inhibitor = 0% | TRHR ag = 1.3

COc1cccc(/C=N/NC(=O)C(=O)N2CCCCCC2)c1OC
  TrxR1 substrate = -3% | TRHR enhancer = -4 | D2 ag = -0.2 | TrxR1 inh = 6% | PI4K2A inh = 3 | D2 antagonist = 2 | USP1-UAF1 inh = -21% | mIDH1 inhibitor = 3% | TRHR ag = -0.9

Cc1cccc(OCCn2cnc(Cl)c2Cl)c1
  TrxR1 substrate = 1% | TRHR enhancer = -2 | D2 ag = -3.4 | TrxR1 inh = 9% | PI4K2A inh = -7 | D2 antagonist = 7 | USP1-UAF1 inh = -3% | mIDH1 inhibitor = 3% | TRHR ag = -1.2

Following part.
Structure | TrxR1 substrate | TRHR enhancer | D2 ag | TrxR1 inh | PI4K2A inh | D2 antagonist | USP1-UAF1 inh | mIDH1 inhibitor | TRHR ag
Cn1c(COc2ccc([N+](=O)[O-])cc2)nnc1SCC(=O)NCC1CCCO1 (stereo unspecified) | -10% | 3 | 2.1 | 15%[57.1 µM] | 0 | 1 | -8% | 4% | -0.7
COc1ccc(C(CC(=O)O)NC(=O)COc2ccccc2)cc1OC (stereo unspecified) | -6% | 9 | -0.7 | -11% | 7 | 0 | -5% | 6% | -0.3
Cc1cccc(NC2=CC(=O)OC(C)C2)c1 (stereo unspecified) | -7% | -2 | -0.4 | -14% | -4 | 1 | -13% | 7% | 0.0
O=c1[nH]c2c(c(=O)[nH]1)CCCCCC2 | -2%[11.4 µM] | / | / | 2%[11.4 µM] | 4 | / | -5% | 0% | /
CCN1C[C@@H]2[C@@H]3C(=O)N(C)C(=O)[C@@H]3[C@](C)(C1=O)N2C(=O)c1ccc(Cl)cc1 | 9%[57.1 µM] | / | / | 16%[57.1 µM] | 1 | / | -18% | 14% | /
CC(C)CC(=O)NS(=O)(=O)c1ccc(NC(=O)c2ccco2)cc1 | 10%[57.1 µM] | 8 | -0.3 | -55% | 2 | 4 | -12% | 7% | -0.4
O=C(Nc1ccc(N2CCOCC2)cc1)C1CCCN(S(=O)(=O)c2ccccc2)C1 (stereo unspecified) | -2%[57.1 µM] | 19 | 1.1 | 6% | -2 | -6 | -7% | -4% | 0.8
CCN(CC)c1ccc(NC(=O)C(C)C)cc1 | 8%[57.1 µM] | 4 | 1.0 | 12% | 3 | 1 | 10% | 7% | -0.2
CCOc1ccc(OCC)c(NC(=O)CC2Oc3ccccc3NC2=O)c1 (stereo unspecified) | 2% | 5 | -0.5 | 15% | -2 | 15 | -21% | -11% | -0.1
CCCSc1nc(N2CCOCC2)c2c(c1C#N)CC(C)(C)SC2 | -9%[57.1 µM] | -7 | 0.2 | 10%[57.1 µM] | 8 | 3 | -24% | -4% | 0.6
CCC(C(=O)OC)n1cnc2c(nnn2-c2ccc(OC)cc2)c1=O (stereo unspecified) | 6%[57.1 µM] | 14 | 1.0 | 1%[57.1 µM] | 11 | 3 | -9% | -3% | 0.5
O=C(O)c1cc(N/N=C/c2ccncc2)ccc1Cl | ? | 1 | 0.9 | -19% | -2 | -1 | -7% | 14% | 0.5
COc1cccc(C2=NOC(C(=O)Nc3ccc4c(c3)OCO4)C2)c1OC (stereo unspecified) | 2% | 1 | 0.1 | 24% | -2 | 60* | -24% | -1% | -0.6
COc1ccc(NC(=O)CSc2nc3ccccc3c(=O)n2C)cc1 | 9%[57.1 µM] | 0 | -0.1 | 13%[57.1 µM] | -1 | 3 | -20% | 5% | -0.1
Cn1c(SCc2ccccc2)nnc1-c1ccc2c(c1)OCO2 | 5%[57.1 µM] | -3 | -0.4 | -12%[57.1 µM] | 5 | 18 | -22% | 2% | -0.7
CN(C)CCNC(=O)Cn1nc(-c2ccc(Cl)cc2)ccc1=O | 0% | 10 | 0.9 | -10% | -1 | -6 | -22% | 4% | -0.2
COc1ccc(NC(=O)CC2C(=O)N(c3ccc(OC)cc3)C(=O)N2CCN2CCN(C)CC2)cc1 (stereo unspecified) | -2% | -1 | 1.2 | 4% | -1 | -2 | -11% | 0% | 1.5
Cc1c(Cc2ccccc2)c(=O)oc2cc(O)ccc12 | 455%[activator] | 0 | 13 | 58%[activator] | 10 | -5 | -19% | -10% | -0.3
CC1CCN(CC(=O)NC(=O)NCc2ccccc2)CC1 | -4% | 2 | 0.3 | -11% | 5 | -5 | -7% | 9% | 0.0
N=C(c1cccc([N+](=O)[O-])c1)N1CCCCCC1 | 5%[57.1 µM] | -4 | 0.1 | 17%[57.1 µM] | 2 | -2 | -4% | -4% | 1.1
O=C(NCc1ccc(F)cc1)C1CCCN(c2ncnc3onc(-c4ccc(F)cc4)c23)C1 (stereo unspecified) | -7% | -13 | / | 8% | -2 | / | 14% | 17% | -1.2
Oc1ccc(/C=N/NC(=S)NCC2CCCO2)cc1 (stereo unspecified) | -3% | -9 | -0.5 | -10% | 1 | -12 | -14% | 9% | -0.3
CCOC(=O)c1c(O)c2c([nH]c1=O)CCCC2 | 2% | 7 | -0.7 | 12% | -2 | -9 | -3% | 5% | 0.2
C=CCNS(=O)(=O)c1ccc2nsnc2c1 | 38%[activator] | -6 | -0.2 | 19% | -2 | -6 | -9% | 6% | 0.1
CCN(Cc1ccncc1)C(=O)c1ccccc1NS(=O)(=O)c1ccc(Br)cc1 | -4% | -6 | / | 13% | -1 | / | -13% | 0% | -0.5
CC(=O)CSc1nc2ccccc2o1 | -6% | 3 | 0.4 | 20%[57.1 µM] | 6 | -19 | -8% | 3% | -0.1
